# Efflux pump inh – inhibitors of Candida antifungal efflux pumps expressed in yeast. S. cerevisiae Candida pump triplex, Nile Red efflux. hit rate 0.44% among 330,000. inhibition, % at 10 µM;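 active means plate passing quality check with inhibition over a set limit, or well fluorescence over plate mean plus 4 SD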;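 further: Nile Red retained in pooled yeast measured as flow cytometry median fluorescence; 0% = buffer negative control and 100% = Enniatin B positive control; higher means more Nile Red kept so more efflux inhibition; some compounds called inactive have numbers as strong as hits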
# HCV core dimer – blocks dimerization of HCV core protein; TR-FRET GST/Flag-core106 dimerization, 1536-well; inhibition, % at 5 µM; hit rate 0.33% among 300,000; AID 1899;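 active means inhibition above the mean of all tested compounds plus 3 SD, set per screening campaign, cut at about 45% in these data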
#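 System: GST/Flag-tagged HCV core106 proteins. Incubation: compound-protein-antibody incubation 4 h at 22.5 °C. Technique: HTRF with 340 nm excitation, 617/671 nm emission. Medium: KF-containing HEPES buffer, pH 7.45, DTT, CHAPS, BSA. Read-out: inhibition (%) from 671 over 617 nm ratio. Also added: Eu(K)-anti-GST 90 ng/mL plus XL665-anti-Flag 1 µg/mL.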
# PP1 inh – PP1-alpha (human) inhibition in PP5 counter-screen; P62136; purified PP1alpha, OMFP fluorescence; inhibition, % at 6.7 µM; hit rate 0.9% among 320,000; AID 2235;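 active means inhibition above the mean inhibition of all tested compounds plus 3 SD, computed separately for each screening campaign, cut at about 15% in these data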
# ZTA counter – counter-screen for EBNA-1 inhibitors: inhibitors of Epstein-Barr virus ZTA. P03206. ZTA-DNA binding, fluorescence polarization. inhibition, % at 11 µM. hit rate 0.15% among 320,000; in the data active means inhibition above about 33%
# Target sequence (P03206 whole entry, looked up): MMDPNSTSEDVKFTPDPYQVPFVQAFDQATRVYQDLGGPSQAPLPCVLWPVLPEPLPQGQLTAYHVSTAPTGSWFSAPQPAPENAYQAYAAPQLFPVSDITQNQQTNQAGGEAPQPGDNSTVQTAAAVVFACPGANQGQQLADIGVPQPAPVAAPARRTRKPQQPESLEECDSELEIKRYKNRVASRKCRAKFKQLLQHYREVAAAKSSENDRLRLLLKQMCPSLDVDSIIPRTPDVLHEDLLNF
# EBNA-1 inh – blocks EBNA-1 binding to DNA; EBNA-1 DNA binding, fluorescence polarization; hit rate 0.34% among 300,000; inhibition, % at 14.8 µM; in the data active means inhibition above about 28%
# TPT1 inhibitor – C. albicans TPT1 enzyme inhibition; recombinant caTPT1, FP RNA substrate dephosphorylation; inhibition, % at 5 µM; hit rate 0.81% among 300,000;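 active means inhibition above the mean of all tested compounds plus 3 SD, set per screening campaign, cut at about 24% in these data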;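 further: plate controls were DMSO alone for no effect and ferristatin control at 100 nM for full effect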
# PREPL inhibitor – inhibits the human prolyl oligopeptidase-like enzyme; Q4J6C6; recombinant PREPL, fluorescence polarization activity-based probe; inhibition, % at 5.96 µM; hit rate 0.68% among 320,000; in the data active means inhibition above about 43%;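 further: 0% = enzyme with DMSO and 100% = wells lacking enzyme; many of its hits are not listed in these tables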
# CTSL1 counter – blocks F. hepatica cathepsin L1 in PFM18AAP counter-screen. recombinant F. hepatica cathepsin L1, Z-Leu-Arg-MCA fluorescence. inhibition, % at 5.96 µM. hit rate 0.49% among 300,000;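 active means inhibition above the mean of all tested compounds plus 3 SD, set per screening campaign, cut at about 17% in these data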;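 further: 0% = plate median of test compound wells and 100% = 1 µM Z-Phe-Ala-diazomethylketone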
# PP5 inh – blocks human protein phosphatase 5 activity; P53041; purified PP5c, OMFP substrate fluorescence; inhibition, % at 6.7 µM; hit rate 0.18% among 320,000; AID 1987;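 active means inhibition above the campaign's mean inhibition across all tested compounds plus 3 SD, cut at about 9.5% in these data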;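 further: 0% = DMSO only and 100% = 100 µM cantharidin control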
# Target sequence (P53041 whole entry, looked up): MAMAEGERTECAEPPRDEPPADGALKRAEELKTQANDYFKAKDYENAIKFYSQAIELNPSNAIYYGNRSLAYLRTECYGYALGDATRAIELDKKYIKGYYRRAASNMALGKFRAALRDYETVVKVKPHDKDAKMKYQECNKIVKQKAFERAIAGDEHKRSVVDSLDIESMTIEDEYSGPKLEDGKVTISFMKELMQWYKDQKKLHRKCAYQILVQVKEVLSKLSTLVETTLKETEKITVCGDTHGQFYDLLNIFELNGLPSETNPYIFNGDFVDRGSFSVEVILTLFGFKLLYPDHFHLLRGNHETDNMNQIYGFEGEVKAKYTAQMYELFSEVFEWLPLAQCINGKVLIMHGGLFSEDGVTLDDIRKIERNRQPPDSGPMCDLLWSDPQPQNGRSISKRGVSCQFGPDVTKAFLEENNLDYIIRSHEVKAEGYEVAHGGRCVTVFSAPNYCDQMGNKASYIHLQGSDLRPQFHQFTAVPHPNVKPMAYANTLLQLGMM
# An asterisk follows results filed as active; nt = no result given.
SMILES,Efflux pump inh,HCV core dimer,PP1 inh,ZTA counter,EBNA-1 inh,TPT1 inhibitor,PREPL inhibitor,CTSL1 counter,PP5 inh
COc1ccc(CCNc2ncnc3c2nnn3Cc2ccccc2)cc1OC,0.1,1,-1,-4,-2,0,-2,2,2.3
Cc1csc(NC(=O)CSc2nnc(NC(=O)COc3ccccc3)s2)n1,0.1,7,0,-3,2,-7,-4,-4,-0.7
C=CCn1c(=O)c(C(=O)Nc2cc(C)ccn2)c(O)c2ccccc21,0.1,1,-1,-6,-24,-1,8,-6,2.0
Cc1cc(C)c(OCC(=O)Nc2cc(C(=O)O)cc(C(=O)O)c2)cc1C,0.1,-1,-5,1,-9,3,-3,7,1.6
CCN(CC(=O)NCCCN1CCOCC1)S(=O)(=O)c1ccc(Cl)cc1,-0.1,-9,-4,-6,-5,1,5,-3,-0.3
O=C(N/N=C/c1ccccn1)c1ccc(N/N=C/c2ccccn2)cc1,0.2,-14,-5,-7,-3,7,32,7,-1.5
Cc1ccc(N2C(=O)c3ccccc3C2(O)c2ncc[nH]2)cc1 (stereo not drawn),0.6,6,4,-1,-8,1,12,-2,2.2
O=C(NC12CC3CC(CC(C3)C1)C2)c1ccc(=O)oc1,0.0,-7,-4,8,2,-1,-9,-2,0.2
CCCCOC(=O)c1ccc(NC(=S)NC(=O)c2c(Cl)cnn2CC)cc1,-0.1,-3,2,-10,5,-2,-6,5,1.1
COc1cc(NC(=O)C2=CC(c3cccs3)=NS(=O)(=O)N2C)cc(OC)c1OC,0.2,1,-2,-2,-9,0,-2,2,-0.2
Cc1cccc2c1cnn2C(=O)Nc1cc(F)ccc1F,0.0,4,-7,10,6,-1,-8,-3,-1.8
O=C(CN1C(=O)/C(=C\c2cccc(Br)c2)Oc2ccccc21)NCCCN1CCOCC1,0.1,-4,1,5,2,-4,4,-1,3.0
COc1ccc(Cl)cc1NC(=O)C/C(C)=N/NC(=O)c1ccccc1[N+](=O)[O-],-0.1,-9,-3,-11,-11,-4,10,6,-8.0
O=C1C(=O)N(Cc2cccnc2)C(c2cccc([N+](=O)[O-])c2)/C1=C(/O)c1ccc2c(c1)OCO2 (stereo not drawn),-0.1,8,1,7,1,-1,-1,2,4.5
O=C(c1cnn2c(C(F)F)cc(-c3ccccc3)nc12)N1CCN(Cc2ccc3c(c2)OCO3)CC1,0.0,11,0,11,-4,-1,-11,2,0.5
O=C1CC2(CCN(C(=O)c3cccc(Cl)c3)CC2)Oc2ccccc21,0.1,3,-2,-12,-3,2,34,3,0.9
CCOc1ccc(CN2CCNC(=O)C2CC(=O)NCCC2=CCCCC2)cc1 (stereo not drawn),0.0,0,-1,-14,-2,-5,16,4,2.5
O=C1CN(c2nc(-c3cccnc3)nc3scc(-c4ccccc4)c23)CCN1,0.3,6,0,0,-7,4,-8,-1,10*
O=C(C/C=N/OCc1c(Cl)cccc1Cl)c1cnc(-c2ccccc2)s1,0.2,11,-1,-13,-6,-2,-6,3,1.2
COc1ccc(-c2nc3cnccn3c2NC(C)(C)CC(C)(C)C)cc1O,0.1,-2,1,-16,-2,1,1,3,2.4
COC(=O)CC(NS(=O)(=O)c1cccs1)c1ccc2c(c1)OCO2 (stereo not drawn),-0.1,4,-5,10,-3,-2,-4,-1,1.2
Cc1ccc(SCC(=O)c2cc(C)c(O)c(C)c2)cc1,0.0,-4,2,-5,-11,1,1,1,4.0
CCN(CC(=O)NCc1ccc(F)cc1)CC(=O)Nc1ccc(S(=O)(=O)N2CCCC2)cc1,-0.1,0,-2,8,5,-1,0,-4,-0.6
Cn1cnnc1SC(C(=O)Nc1cc(Cl)cc(Cl)c1)c1ccccc1 (stereo not drawn),0.4,1,1,-7,-8,2,7,3,4.0
O=S(=O)(NCc1csc(-c2cccs2)n1)c1ccccc1,0.0,1,-4,13,1,0,-21,-1,-0.5

# Brought forward from above: five entries, followed by the next part.
SMILES,Efflux pump inh,HCV core dimer,PP1 inh,ZTA counter,EBNA-1 inh,TPT1 inhibitor,PREPL inhibitor,CTSL1 counter,PP5 inh
COC(=O)CC(NS(=O)(=O)c1cccs1)c1ccc2c(c1)OCO2 (stereo not drawn),-0.1,4,-5,10,-3,-2,-4,-1,1.2
Cc1ccc(SCC(=O)c2cc(C)c(O)c(C)c2)cc1,0.0,-4,2,-5,-11,1,1,1,4.0
CCN(CC(=O)NCc1ccc(F)cc1)CC(=O)Nc1ccc(S(=O)(=O)N2CCCC2)cc1,-0.1,0,-2,8,5,-1,0,-4,-0.6
Cn1cnnc1SC(C(=O)Nc1cc(Cl)cc(Cl)c1)c1ccccc1 (stereo not drawn),0.4,1,1,-7,-8,2,7,3,4.0
O=S(=O)(NCc1csc(-c2cccs2)n1)c1ccccc1,0.0,1,-4,13,1,0,-21,-1,-0.5
COc1ccc(NC2CCCN(C(=O)c3ccc(C(C)=O)s3)C2)cc1 (stereo not drawn),0.0,-17,-1,-11,7,-5,22,6,0.0
CSCC(=O)N1CCCC(CO)(CCCc2ccccc2)C1 (stereo not drawn),-0.1,11,-2,3,-6,0,-11,-6,3.8
Cc1ccc(S(=O)(=O)Cn2nnnc2C(c2ccccc2)N2CCN(c3ncccn3)CC2)cc1 (stereo not drawn),-0.1,0,-1,1,2,1,-21,0,3.4
O=C(CN(Cc1ccc(F)cc1)C(=O)CNS(=O)(=O)c1ccc(F)cc1)NCc1ccco1,-0.1,2,1,2,-9,0,-12,0,2.1
CC(=O)C1=C(C)NC(SCC(=O)c2ccccc2)=C(C#N)C1CC(C)C (stereo not drawn),-0.2,6,0,3,-2,3,16,3,-0.3
COc1ccccc1OCCNC(=O)CSC(=S)N1CCCC1,-0.1,2,-4,6,-1,-2,-2,-3,-1.3
O=C(CNC(=O)c1ccco1)Nc1ccc(F)cc1,0.6,5,2,3,-3,3,-6,-2,-0.9
CCOc1ccccc1CNS(=O)(=O)c1csc(C(N)=O)c1,-0.2,-3,-8,12,-8,2,11,3,-3.4
COC(=O)c1ccc(CSc2nnnn2-c2ccc(C)cc2C)o1,0.2,4,8,-15,-5,-1,8,-9,5.2
C/C(CC(=O)NCCN1CCOCC1)=N\NC(=O)c1ccncc1,0.1,-1,-5,7,2,0,3,0,2.4
O=C(CCSCc1ccccc1F)NCc1cccs1,0.5,-5,2,1,-10,-2,-7,1,1.4
CCc1ccc(O)c(CNCCNCc2cc(CC)ccc2O)c1,-0.1,-5,2,9,3,0,4,-2,-0.9
COc1ccc(C2NC(=O)NC(O)(C(F)(F)F)C2C(=O)c2ccccc2)cc1OC (stereo not drawn),-0.2,2,0,-9,-6,-2,3,10,1.4
COc1ccccc1N(CC(=O)NCCSCc1cccc(C)c1)S(=O)(=O)c1ccccc1,0.0,3,4,16,-2,-7,6,5,3.5
CCc1ccc(C(=O)C(C)OC(=O)CNS(=O)(=O)c2ccc(C)cc2)cc1 (stereo not drawn),-0.1,-1,-5,-11,-3,0,-1,-66,-0.4
Cc1cc(Cl)ccc1C(=O)C1CCCN(C(=O)c2cccc(N3CCCC3=O)c2)C1 (stereo not drawn),0.0,6,1,-2,8,0,20,-2,-0.1
COc1ccccc1C(=O)NC(=O)COC(=O)CCOc1cc(C)ccc1C,-0.1,5,0,1,-6,3,-6,-15,3.7
COc1ccc(S(=O)Cc2ccc(C(=O)N3CCN(C(=O)c4ccco4)CC3)o2)cc1 (stereo not drawn),-0.1,-8,-3,1,0,-1,1,1,0.0
O=C(CCN1C(=O)/C(=C/c2cccs2)SC1=S)Nc1ccccn1,0.0,9,2,-11,0,33*,-3,4,-0.2
O=C(O)c1ccc(S(=O)(=O)c2ccc3c(c2)C(=O)N(c2ccc(O)cc2)C3=O)cc1,0.1,-1,-1,5,15,-1,15,1,-0.2
Cn1c(=O)c2c(nc(NCc3ccc4c(c3)OCO4)n2C)n(C)c1=O,-0.1,2,0,1,-2,5,18,-4,-0.7
O=C(N/N=C/C=C/c1ccccc1[N+](=O)[O-])c1ccncc1,0.2,-2,-4,3,-8,1,22,4,2.2
CCOc1ccc(NC(=O)C2CCN(S(=O)(=O)c3ccc4c(c3)C(C)(C)C(=O)N4C)CC2)cc1,0.5,11,0,-1,0,-1,5,-6,-4.6
CCc1cccc(CC)c1NC(=O)CSc1nnc(C(C)C)n1CC,-0.1,-1,-3,-1,2,-1,-3,-2,-2.8
CCC(Sc1ncnc2c1nnn2-c1ccc(F)cc1)C(=O)OC (stereo not drawn),0.2,3,-4,7,-2,-5,-5,3,2.1

# (next part)
SMILES,Efflux pump inh,HCV core dimer,PP1 inh,ZTA counter,EBNA-1 inh,TPT1 inhibitor,PREPL inhibitor,CTSL1 counter,PP5 inh
COc1cccc(-c2noc(C(C)n3nc(C)c([N+](=O)[O-])c3C)n2)c1 (stereo not drawn),0.2,-4,-10,-14,2,-6,-9,18*,3.1
O=C1CC(Nc2ccc(N3CCOCC3)cc2)C(=O)N1c1ccccc1F (stereo not drawn),0.1,-30,0,-4,3,-1,17,4,3.6
CSc1ncccc1C(=O)OCC(=O)N1CC(=O)Nc2ccccc21,0.0,nt,0,4,nt,nt,-5,nt,0.4
Cc1nn(Cc2ccccc2)c(C)c1CNC(=O)c1ccc(F)c(S(=O)(=O)N2CCOCC2)c1,-0.1,nt,-2,-1,nt,nt,5,nt,-1.7
CC(=O)c1cccc(CN2CCC(n3nccc3NC(=O)CCc3ccccc3)CC2)c1,0.1,3,-3,3,4,0,19,1,1.9
CN1CCc2c(sc(NC(=O)c3ccc4ccccc4c3)c2C(N)=O)C1,-0.3,0,1,-4,14,34*,22,3,1.4
COc1ccc(CC(NC(C)=O)C(=O)NC2CCN(C(=O)C3CCCCC3)CC2)cc1OC (stereo not drawn),0.1,-2,0,-10,2,-2,7,2,-1.4
C[C@@H]1C(=O)O[C@@H]2CC34[C@H]5C[C@@H](C(C)(C)C)C36[C@H](OC(=O)[C@@H]6O)OC4(C(=O)O5)[C@@]12O (stereo partly drawn),0.0,-2,0,-8,9,1,3,-4,1.0

# Four compounds drawn at random from the list so far, as already listed:
SMILES,Efflux pump inh,HCV core dimer,PP1 inh,ZTA counter,EBNA-1 inh,TPT1 inhibitor,PREPL inhibitor,CTSL1 counter,PP5 inh
CC(=O)c1cccc(CN2CCC(n3nccc3NC(=O)CCc3ccccc3)CC2)c1,0.1,3,-3,3,4,0,19,1,1.9
COc1ccc(CC(NC(C)=O)C(=O)NC2CCN(C(=O)C3CCCCC3)CC2)cc1OC (stereo not drawn),0.1,-2,0,-10,2,-2,7,2,-1.4
CSc1ncccc1C(=O)OCC(=O)N1CC(=O)Nc2ccccc21,0.0,nt,0,4,nt,nt,-5,nt,0.4
COc1cccc(-c2noc(C(C)n3nc(C)c([N+](=O)[O-])c3C)n2)c1 (stereo not drawn),0.2,-4,-10,-14,2,-6,-9,18*,3.1

# Screening data as filed in PubChem BioAssay.

# An excerpt; the hit share may differ from the screen's.
